Screens: PubChem, National Center for Advancing Translational Sciences (NCATS)
Sm TGR block: inhibitors of Schistosoma mansoni thioredoxin glutathione reductase | Q962Y6 | purified TGR, DTNB reduction, TNB absorbance 405 nm | Potency, µM (highest dose often 114 µM), for the others: top-dose activity change, negative = inhibition, usual class: inhibitors | 360,000 tested, 3% active; also: potency is read from the fitted curve at half-maximal effect; % is scaled to controls: 0 for no effect and ±100 for the full control effect; nearly all actives have a fitted effect of over 60% in size
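TGR 20 nM + NADPH 100 uM (dispensed conc.), cpd preinc 15 min RT; start with NADPH (500 uM addition) then DTNB (15 mM addition). Kinetic TNB absorbance, 405 nm filter. Four-parameter Hill fit across titration.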
Shiga toxin inh: Shiga toxin inhibition; 290,000 tested, 9.2% active; AID 2315; inhibition, % at 38.7 µM; Vero cells, Shiga toxin protein synthesis inhibition reporter; in the data active = inhibition mostly above about 28%, no sharp cut-off; inactive = mostly below about 43%; also: 0% is about no effect
FBPA Giardia inh: inhibitors of Giardia lamblia fructose-1,6-bisphosphate aldolase; Potency, µM (top dose mostly 59.6 µM), without a hit: top-dose activity, negative = inhibition, most hits filed as inhibitors; 290,000 tested, 0.71% active; purified Giardia FBPA; A8B2U2; also: potency is read from the fitted curve at half-maximal effect; % is scaled to controls: 0 for no effect and ±100 for the full control effect; nearly all actives have a fitted effect of over 55% in size
Target sequence (A8B2U2 whole entry, looked up): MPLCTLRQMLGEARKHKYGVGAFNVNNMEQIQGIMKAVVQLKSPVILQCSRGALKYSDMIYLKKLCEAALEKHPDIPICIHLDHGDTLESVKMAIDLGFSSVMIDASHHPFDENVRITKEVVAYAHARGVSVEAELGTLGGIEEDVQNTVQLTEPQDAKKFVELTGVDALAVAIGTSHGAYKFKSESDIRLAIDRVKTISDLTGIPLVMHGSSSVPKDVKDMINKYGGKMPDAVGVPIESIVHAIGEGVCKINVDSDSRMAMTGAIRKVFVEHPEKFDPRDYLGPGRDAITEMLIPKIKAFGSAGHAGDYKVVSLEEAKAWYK
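Giardia FBPA (40 nM reagent) was preincubated 10 min at RT with compound (up to 57.5 uM final), then substrate plus GAPDH/TPI/NAD/arsenate coupling system with diaphorase/resazurin was added; resorufin fluorescence (525/598 nm) was read after 20 min.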
Pf growth 96h: P. falciparum growth inhibition at 96 hours; P. falciparum luciferase reporter growth, 96 h; Potency, µM (doses to about 28.7 µM), inactives show top-dose activity change, negative = inhibition, most hits filed as inhibitors; 320,000 tested, 6.9% active; AID 504834; also: potency is read from the fitted curve at half-maximal effect; % is scaled to controls: 0 for no effect and ±100 for the full control effect
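Cell-based qHTS: luciferase-tagged P. falciparum in erythrocytes (2% hematocrit, 0.05% parasitemia final) incubated with compounds for 96 hours, 37 C, 5% CO2; luciferase detection reagent then added and luminescence measured.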
Cycloheximide cs: counter-screen for Shiga toxin inhibitors: cycloheximide protein synthesis inhibition | max response, % | cell reporter, cycloheximide protein synthesis inhibition counterscreen | 300,000 tested, 12% active; in the data active = max response mostly above about 13%, no sharp cut-off; inactive = mostly below about 14%; also: read at 38.3 µM for the half of the compounds with a filed dose; 0% is about no effect
Pf growth 48h: inhibits P. falciparum growth in the first generation, 48 h. P. falciparum luciferase growth in erythrocytes, 48 h. Potency, µM (top dose mostly 28.7 µM), without a hit: at the highest dose activity change, negative = inhibition, hits mostly inhibitors. 310,000 tested, 5.9% active. AID 504832; also: potency is read from the fitted curve at half-maximal effect; % is scaled to controls: 0 for no effect and ±100 for the full control effect
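Luminescence readout; reporter = integrated firefly luciferase in P. falciparum. RBC culture at 2% hematocrit, 0.1% parasitemia final, 37 C/5% CO2; decreased signal taken as growth inhibition.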
* hit, by the source's call; i = inactive; ? = inconclusive; . = not tested or not shown; [ ] = dose if it differs, or a comment. Unless noted, calls follow the shape of the dose curve; as a rule, active = well fitted curve in the direction sought with a large enough effect; inconclusive = small, poorly fitted or top-dose-only effect, or another doubt; inactive = no such curve, though single readings can be large; an effect the other way counts as inactive or inconclusive.

cpd	structure	Sm TGR block	Shiga toxin inh	FBPA Giardia inh
1	CC(C)(C)CC(=O)NCCCN1CCOCC1	12%	-3	2%
2	CNS(=O)(=O)c1cn(CC(=O)NCc2ccccc2OC)cc1S(=O)(=O)NC	-4%	-15	0%
3	c1ccc(-c2nc(N3CCOCC3)c3ccccc3n2)nc1	3%	-5	12%
4	Cc1ccc(S(=O)(=O)NCCSc2nnnn2C)cc1	-12%	-3	1%
5	Cc1cc(NC(=O)COC(=O)c2cccc(S(=O)(=O)N(C)C3CCCCC3)c2)no1	18%	-4	2%
6	O=c1[nH]c(CN2CCN(c3ccccc3)CC2)nc2scc(-c3ccccc3)c12	-14%	-5	4%
7	CSc1nnc(C)c(=O)n1COC(=O)c1ccc([N+](=O)[O-])cc1	?	16	4%
8	CCOc1ccc(-n2ccn(CC(=O)NCCc3ccccc3)c(=O)c2=O)cc1	3%	.	.
9	COc1ccc(NC(=O)C2=NN(C3CCS(=O)(=O)C3)C(=O)CC2)cn1 (stereo unspecified)	-12%	-3	?
10	COCCn1c(=S)[nH]c2ncccc2c1=O	5%	-3	?
11	O=C(CSCC(=O)Nc1cccc2ccccc12)Nc1cccc2ccccc12	-10%	24	-26%
12	CC(NCC(O)COC1CCC(C(C)(C)C)CC1)c1ccccc1 (stereo unspecified)	-1%	-9	4%

cpd	Pf growth 96h	Cycloheximide cs	Pf growth 48h
1	47%[1.15 µM]	-5	6%
2	10%	4	-8%
3	?	16	7.4µM*
4	36%[activator]	-3	12%
5	-2%	10	10%
6	?	-5	?
7	32%[activator]	-3	5%
8	1%	.	0%
9	?	1	17%
10	76%[activator]	-2	14%
11	21%	-4	-2%
12	?	-9	?

Further entries.
cpd	structure	Sm TGR block	Shiga toxin inh	FBPA Giardia inh
13	COc1cc(C=C(c2nc3ccccc3s2)c2nc3ccccc3s2)cc(OC)c1O	-32%	58	?
14	CC(=O)O/C(=C\c1cn(C(C)=O)c2ccccc12)C(=O)O	?	28	-7%
15	Cc1ccc(S(=O)(=O)N2CCOCC2)cc1C(=O)OCC(=O)NCc1ccccc1	-3%	.	.
16	CC(C)C(NC(=O)c1ccco1)C(=O)NC1CCCCCC1 (stereo unspecified)	0%	12	.
17	Cc1ccc(NC(=O)Cn2nc(-c3ccccc3)nc2-c2ccccc2)c(C)c1	6%	2	5%
18	CCN(CC)C(=O)CSc1nnc2nnc3cc(OC)ccc3n12	?	5	-20%
19	CCN1C(=O)/C(=C2/C(=O)N3c4c(cc(OC(C)=O)cc42)C(C)=CC3(C)C)SC1=S	-10%	-11	-8%
20	O=C1/C(=C\c2ccc(O)cc2)SC(=S)N1c1cccnc1	-10%	2	-5%
21	CC(=O)c1sc(-c2ccccc2)cc1NS(=O)(=O)c1ccccc1	14%	10	5%
22	O=C(Nc1nc(-c2ccc(S(=O)(=O)N3CCCC3)cc2)cs1)c1cccs1	-1%	-6	-1%
23	O=C(NCc1cccc(C(F)(F)F)c1)C1CCCN(c2ncccn2)C1 (stereo unspecified)	1%	7	-24%
24	COCCNC(=O)CN1N=C(c2ccc(C)cc2)CCC1=O	2%	-10	0%

cpd	Pf growth 96h	Cycloheximide cs	Pf growth 48h
13	?	17*	?
14	?	7	?
15	-9%	.	?
16	1%	-2	-3%
17	37%[activator]	-3	-6%
18	-30%	-3	-23%
19	32%[activator]	-6	12%
20	49%[activator]	8	14%
21	1%	3	7%
22	-5%	-1	?
23	10%	-3	-4%
24	7%	1	26%

Continuation.
cpd	structure	Sm TGR block	Shiga toxin inh	FBPA Giardia inh
25	CCCc1cc(=O)[nH]c(SCc2nc3ccccc3s2)n1	-3%	5	-26%
26	CN(C)c1ccc(C=NC(CO)C(O)c2ccc([N+](=O)[O-])cc2)cc1 (stereo unspecified)	8%	15	2%
27	COc1ccc(C(=O)c2cc([N+](=O)[O-])ccc2N2CCN(C)CC2)cc1	3%	-17	4%
28	Cc1ccc(OCc2cc(C(=O)N(CCO)Cc3cccs3)no2)cc1C	-13%	160*	.
29	O=C(CNC(=S)N(Cc1ccccc1)Cc1cccnc1)N1CCOCC1	1%	-10	2%
30	CC1CC(C)CN(S(=O)(=O)c2ccc(C(=O)N3CCOCC3)cc2)C1 (stereo unspecified)	5%	17	.
31	COCCn1c(C)cc2c(c1=O)C(c1ccco1)C(C#N)=C(N)O2 (stereo unspecified)	-4%	-50	0%
32	O=C(Nc1ccon1)Nc1ccc(F)cc1F	1%	52	13%
33	CCOC(=O)N1CCN(C(=O)CCC2CCCC2)CC1	6%	-1	4%
34	Cc1cc(C)c(S(=O)(=O)N2CCCC2=O)c(C)c1N(C)S(C)(=O)=O	-1%	-5	2%
35	S=C(NCCNC(=S)Nc1ccccc1)Nc1ccccc1	-1%	.	?
36	O=C(COC(=O)Cn1nnc2ccccc21)NC1CCCC1	0%	4	-7%

cpd	Pf growth 96h	Cycloheximide cs	Pf growth 48h
25	?	52	15%
26	12%	-1	33%[activator]
27	-10%	-7	-10%
28	-19%	51*	32%[activator]
29	38%[activator]	3	-8%
30	1%	-2	?
31	27%	-3	.
32	84%[activator]	10	1%
33	35%[activator]	-3	0%
34	0%	-2	-1%
35	?	2	-28%
36	-5%	-4	12%

(cont.)
cpd	structure	Sm TGR block	Shiga toxin inh	FBPA Giardia inh
37	O=C1OCCN1C(=O)[C@H]1[C@H](c2ccc(F)cc2)C(c2ccccc2)=NN1c1ccccc1	.	i	-2%
38	O=C(O)c1ccc(NS(=O)(=O)c2cccc(C(=O)Nc3ccccc3[N+](=O)[O-])c2)cc1	-6%	-4	2%
39	Cc1nn(-c2ccccc2)c(C)c1[N+](=O)[O-]	?	-13	6%
40	COc1ccc(C(=O)O)cc1S(=O)(=O)NCc1cccnc1	-1%	2	1%
41	CCOc1ccc2oc(C(=O)NC3CCN(Cc4ccccc4)CC3)c(C)c2c1	17%	12	1%
42	Cc1cc(C)n(CCSCC(=O)O)n1	-8%	-8	?
43	c1ccc(Oc2cc(-c3ccccc3)ncn2)cc1	-4%	127*	6%
44	CC(OC(=O)C1CC(O)CN1S(=O)(=O)c1ccccc1[N+](=O)[O-])C(=O)N1CCCCC1 (stereo unspecified)	-2%	12	6%
45	Cc1cccn2c(CNCCCn3ncc4ccccc43)c(C(=O)N3CCCCC3)nc12	0%	-7	7%
46	Cc1nc(N)sc1-c1csc(Nc2cccc(O)c2)n1	?	30	?
47	O=c1cc(NCc2ccccc2)nc2n1CCCS2	-17%	-17	-5%
48	CC1=C(C(=O)Nc2ccc(C)cc2C)C(c2ccc(C)o2)NC(=S)N1 (stereo unspecified)	-6%	-21	3%

cpd	Pf growth 96h	Cycloheximide cs	Pf growth 48h
37	.	4	.
38	0%	6	4%
39	?	0	?
40	-1%	1	14%
41	?	-3	13%
42	24%	-2	.
43	79%[activator]	59*	88%[activator]
44	-19%	4	17%
45	15µM*	-2	?
46	0%	14*	95%[activator]
47	?	-5	?
48	1%	1	-2%

Random excerpt: 2 records from the list
cpd	structure	Sm TGR block	Shiga toxin inh	FBPA Giardia inh
38	O=C(O)c1ccc(NS(=O)(=O)c2cccc(C(=O)Nc3ccccc3[N+](=O)[O-])c2)cc1	-6%	-4	2%
46	Cc1nc(N)sc1-c1csc(Nc2cccc(O)c2)n1	?	30	?

cpd	Pf growth 96h	Cycloheximide cs	Pf growth 48h
38	0%	6	4%
46	0%	14*	95%[activator]

(more compounds)
cpd	structure	Sm TGR block	Shiga toxin inh	FBPA Giardia inh
49	CC(C)c1ccccc1NC(=S)NC1CCCCC1	8%	-3	6%
50	CCOC(=O)c1cc2sc(C)cc2n1CC(=O)N1CCN(C(=O)c2ccco2)CC1	0%	-19	2%
51	Cc1ccc(NC(=O)c2cccc(Cl)c2)nc1	4%	161	1%
52	Cc1cc2c(c(=O)n1Cc1ccccc1)C1O[C@](CCCCN3C(=O)c4ccccc4C3=O)(Cc3cc(C#N)ccc31)O2	?	i	6%[12.9 µM]
53	C[C@H]1CCC[C@@]2(C)CCCC[C@]12O	.	12	1%
54	N#C/C(=C\c1cn(Cc2ccc(C#N)cc2)c2ccccc12)C(=O)NCc1cccs1	-16%	-6	3%
55	COc1ccc(NC(=O)c2cccc(N3C(=O)C4CCC(C)CC4C3=O)c2)c(OC)c1 (stereo unspecified)	-8%	5	5%
56	COc1ccc(-c2[nH]ncc2CN(C)CCN2CCOCC2)cc1F	3%	-3	0%
57	CCc1ccccc1NC(=O)CCS(=O)(=O)c1ccc2c(c1)CCCN2C(C)=O	-9%	-5	.
58	COc1cc2ccccc2cc1C(=O)Nc1ccncc1	-1%	.	.
59	CCOC(=O)/C=C/C(=O)Nc1ccc(S(=O)(=O)Nc2cc(C)on2)cc1	11µM*	3	.
60	CC(O)(CS(=O)(=O)c1cccc(C(F)(F)F)c1)C(=O)Nc1ccc(C(F)(F)F)cc1 (stereo unspecified)	-31%	-2	-8%

cpd	Pf growth 96h	Cycloheximide cs	Pf growth 48h
49	4.7µM*	-2	?
50	?	-7	?
51	49%[activator]	29*	73%[activator]
52	?	-2	?
53	.	12	.
54	19%	-1	1%
55	9%	-1	3%
56	?	0	5%
57	?	1	-3%
58	?	.	36%[activator]
59	26%	-3	10µM*
60	-3%	0	?

Remaining list, next part
cpd	structure	Sm TGR block	Shiga toxin inh	FBPA Giardia inh
61	COC(=O)Nc1ccc(S(=O)(=O)N2CCCCC2)cc1	-7%	-5	-1%
62	c1ccn2cc(-c3ccc4c(c3)OCCO4)nc2c1	-4%	21	-25%
63	Cc1ccc(NC(=O)Cc2ncon2)cc1Cl	0%	32	-1%
64	Cc1sc2ncnc(Sc3nnnn3-c3ccc(Cl)cc3)c2c1C	?	8	7%
65	Cc1ccc(C)c(OCC(=O)N2CCCN(C)CC2)c1	-21%	-2	2%
66	C[C@@]12CCC3[C@@](CC[C@@H]4[C@](C)(C(=O)O)CCC[C@@]34C)(C[C@H]1O)C2 (stereo partly specified)	0%	-4	10%
67	CN(C)c1ccc(/C=[N+](\[O-])C2N(c3ccccc3)C(=S)SC2(C)C)cc1 (stereo unspecified)	-1%	-2	2%
68	CSc1nc(C)c2c(n1)N(c1ccc(C(F)(F)F)cc1)CC2	10%	9	5%
69	CCC(C)NC(=O)CSc1nnc(-c2ccncc2)n1-c1ccc(OC)cc1 (stereo unspecified)	0%	-3	0%
70	CS(=O)(=O)Nc1ccc(C(=O)Nc2ccc3c(c2)OCO3)cc1	-1%	53*	0%
71	COc1ccc(-c2nn(CCC(=O)O)cc2/C=N/NC(N)=S)cc1	17%	7	16µM*
72	COCCCNC(=O)CN(c1cc(Cl)ccc1OC)S(=O)(=O)c1ccc(C)c([N+](=O)[O-])c1	9%	-5	-6%
73	O=C(COc1ccccc1-c1ccccc1)NCc1cccc(Cl)c1	2%	-6	4%

cpd	Pf growth 96h	Cycloheximide cs	Pf growth 48h
61	.	-4	.
62	26%	4	425%[activator]
63	99%[activator]	20	68%[activator]
64	?	7	8.3µM*
65	31%[activator]	-2	1%
66	?	-1	24%
67	?	-2	-14%
68	141%[activator]	-3	19%
69	.	-2	-6%
70	10%	26*	71%[activator]
71	0%	-1	-3%
72	233%[activator]	-1	?
73	13µM*	0	?

Filtered by structure, the entries above containing a tert-butyl group (two)
cpd	structure	Sm TGR block	Shiga toxin inh	FBPA Giardia inh
1	CC(C)(C)CC(=O)NCCCN1CCOCC1	12%	-3	2%
12	CC(NCC(O)COC1CCC(C(C)(C)C)CC1)c1ccccc1 (stereo unspecified)	-1%	-9	4%

cpd	Pf growth 96h	Cycloheximide cs	Pf growth 48h
1	47%[1.15 µM]	-5	6%
12	?	-9	?
